Compound activity as filed in PubChem BioAssay.
Rv3671c inh: inhibits the M. tuberculosis serine protease Rv3671c | P9WHR9 | inhibition, % at 5.96 µM | 320,000 compounds, 0.048% hits; in the data active = inhibition above about 38%;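 note: extracellular domain of Rv3671c used as enzyme; 0% = enzyme with DMSO and 100% = no enzyme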
Target sequence (P9WHR9 whole entry, looked up, the tested form may be a part): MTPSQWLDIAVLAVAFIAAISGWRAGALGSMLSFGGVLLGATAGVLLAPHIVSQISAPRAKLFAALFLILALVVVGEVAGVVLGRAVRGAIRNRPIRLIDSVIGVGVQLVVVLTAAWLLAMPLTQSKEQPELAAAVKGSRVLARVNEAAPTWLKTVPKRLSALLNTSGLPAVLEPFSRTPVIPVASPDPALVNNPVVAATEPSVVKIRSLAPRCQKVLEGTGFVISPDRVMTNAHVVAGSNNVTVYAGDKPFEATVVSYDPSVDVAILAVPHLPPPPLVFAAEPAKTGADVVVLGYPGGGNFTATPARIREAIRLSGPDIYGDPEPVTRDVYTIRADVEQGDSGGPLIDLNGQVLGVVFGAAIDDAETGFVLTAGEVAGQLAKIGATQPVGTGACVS
PrPC surface inh: cell surface PrPC inhibition, primary TR-FRET screen; P04156; TR-FRET read-out; inhibition, % at 13.8 µM; 370,000 compounds, 0.43% hits; AID 720596; in the data active = inhibition above about 24%; note: 0% = median of the test wells and 100% = reference compound wells
FadD28 binding: M. tuberculosis FadD28 bisubstrate binding inhibition. FadD28 bisubstrate probe binding, fluorescence polarization. inhibition, % at 12.5 µM. 360,000 compounds, 0.22% hits. AID 588549; in the data active = inhibition above about 8.5%, passing the limit was not always enough; inconclusive = no clear call, values can overlap the other calls
GDH-TPI counter: counter-screen for M. tuberculosis FBA inhibitors: GDH-TPI coupled enzymes. GDH-TPI coupled enzyme counterscreen, NADH absorbance. inhibition, % at 4.8 µM. 360,000 compounds, 1.2% hits; in the data active = inhibition above about 30%;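 note: 0% = DMSO wells and 100% = wells lacking the enzyme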
Mtb FBA inh: Mtb fructose-bisphosphate aldolase inhibition; 360,000 compounds, 2.3% hits; P9WQA3; inhibition, % at 1 µM; purified M. tuberculosis FBA, fluorescence read-out; in the data active = inhibition above about 27%;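 note: 0% = vehicle and 100% = reference inhibitor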
Target sequence (P9WQA3 whole entry, looked up): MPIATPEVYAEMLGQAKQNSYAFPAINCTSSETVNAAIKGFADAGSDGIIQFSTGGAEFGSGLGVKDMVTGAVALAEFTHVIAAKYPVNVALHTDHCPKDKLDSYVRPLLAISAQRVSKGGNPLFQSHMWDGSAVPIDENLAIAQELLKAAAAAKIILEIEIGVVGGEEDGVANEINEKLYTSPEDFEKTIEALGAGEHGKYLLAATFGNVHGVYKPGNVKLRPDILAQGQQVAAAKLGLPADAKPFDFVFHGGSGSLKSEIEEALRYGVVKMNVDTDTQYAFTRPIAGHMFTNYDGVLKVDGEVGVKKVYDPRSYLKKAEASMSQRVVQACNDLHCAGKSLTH
BioA inh: inhibitors of Mycobacterium tuberculosis BioA enzyme | AID 602481 | inhibition, % at 9.99 µM | purified M. tuberculosis BioA enzyme, plate reader | 360,000 compounds, 0.096% hits; in the data active = inhibition above about 40%; inconclusive = no clear call, values can overlap the other calls
Mtb UGM inh: inhibitors of M. tuberculosis UDP-galactopyranose mutase; 320,000 compounds, 0.06% hits; purified UGM, fluorescence polarization probe displacement; inhibition, % at 10 µM; in the data active = inhibition above about 10%, passing the limit was not always enough; inconclusive = no clear call, values can overlap the other calls
BoNT-F LC inh: blocks Botulinum neurotoxin F light chain protease; inhibition, % at 10 µM; Multiplex microsphere protease cleavage assay, flow cytometry; 360,000 compounds, 0.22% hits; in the data active = inhibition above about 35%, passing the limit was not always enough; inconclusive = no clear call, values can overlap the other calls; note: plate controls were buffer without enzyme for full effect and enzyme alone for no effect
MazF activator: MazEF (E. coli) toxin RNase activation | P0AE70 | FAM/BHQ RNA-DNA oligo cleavage fluorescence, 5 h | activation, % at 20 µM | 350,000 compounds, 0.32% hits | AID 504720; in the data active = activation above about 50%
Target sequence (P0AE70 whole entry, looked up): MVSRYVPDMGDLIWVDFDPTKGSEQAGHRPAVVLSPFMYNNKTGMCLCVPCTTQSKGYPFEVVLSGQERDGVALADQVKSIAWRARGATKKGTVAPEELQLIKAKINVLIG
The depositor's hits bear a star; ? = inconclusive; . = not tested or not shown; + = active, no number.

SMILES	Rv3671c inh	PrPC surface inh	FadD28 binding	GDH-TPI counter	Mtb FBA inh	BioA inh	Mtb UGM inh	BoNT-F LC inh	MazF activator
O=C(CC[C@H]1O[C@@H](n2cnc3c(NC(=O)c4ccccc4)ncnc32)[C@H](O)[C@@H]1O)NCC1CCN(Cc2ccccc2)CC1	.	10	-4.3	.	-3	11	.	2	.
O=c1c2ccccc2nc2n1C(CBr)CN2 (stereo not given)	-2	4	0.3	-6	2	2.2	-0.2	5	5
Cn1cnnc1SCCn1c(N2CCCCC2)nc2c1c(=O)[nH]c(=O)n2C	-10	0	0.2	-10	-1	-1.2	1.1	1	-4
CCC1(C)Cc2c(sc3c2c(=O)n(-c2ccccc2)c(=O)n3C)CO1 (stereo not given)	-5	-1	-0.4	9	2	-1.5	0.7	-6	2
CCOC(=O)c1ccc(N2C(=O)c3n[nH]c(C)c3C2c2cccnc2)cc1 (stereo not given)	-9	4	0.2	1	1	8.3	-1.1	4	-5
COc1ccc(C=O)c(OCc2cn(CC(=O)c3ccc(O)cc3)nn2)c1	.	-1	-1.4	25	-1	0.2	.	-4	8
Cc1ccc(-c2nnn(Cc3nc4ccccc4s3)n2)cc1	-15	6	-3.8	-12	-2	-0.2	-0.9	4	-16
CCOC(=O)c1sc2nccc(OC)c2c1N=CN(C)C	0	-7	0.2	5	4	.	1.1	6	-2
COc1ccc(C(=O)Nc2ccc3ccccc3c2)cc1	5	10	2.6	12	1	0.0	4.1	-9	5
CCOC(=O)c1c(NC(=O)CN2C(=O)NC3(CCC(C)CC3)C2=O)sc(C)c1CC (stereo not given)	-6	-4	-0.9	6	-1	-0.5	-4.1	-10	-4

4 structures from above, ordered by formula weight, largest number first:
SMILES	Rv3671c inh	PrPC surface inh	FadD28 binding	GDH-TPI counter	Mtb FBA inh	BioA inh	Mtb UGM inh	BoNT-F LC inh	MazF activator
O=C(CC[C@H]1O[C@@H](n2cnc3c(NC(=O)c4ccccc4)ncnc32)[C@H](O)[C@@H]1O)NCC1CCN(Cc2ccccc2)CC1	.	10	-4.3	.	-3	11	.	2	.
CCOC(=O)c1c(NC(=O)CN2C(=O)NC3(CCC(C)CC3)C2=O)sc(C)c1CC (stereo not given)	-6	-4	-0.9	6	-1	-0.5	-4.1	-10	-4
Cc1ccc(-c2nnn(Cc3nc4ccccc4s3)n2)cc1	-15	6	-3.8	-12	-2	-0.2	-0.9	4	-16
COc1ccc(C(=O)Nc2ccc3ccccc3c2)cc1	5	10	2.6	12	1	0.0	4.1	-9	5

Remaining list, next part.
SMILES	Rv3671c inh	PrPC surface inh	FadD28 binding	GDH-TPI counter	Mtb FBA inh	BioA inh	Mtb UGM inh	BoNT-F LC inh	MazF activator
Cc1noc(C)c1NC(=O)N(C)C[C@H]1Oc2ccc(NC(=O)NC(C)C)cc2C(=O)N([C@H](C)CO)C[C@@H]1C	3	-6	-2.0	-4	-3	-2.5	6.6	-5	-1
CCN(C[C@H]1N[C@@](Cc2ccccc2)(C(=O)OC)[C@H]2C(=O)N(C)C(=O)[C@@H]12)S(=O)(=O)c1ccc(OC)cc1	-2	8	-3.4	8	0	0.2	-0.6	0	1
CCOc1ccc(NC(=O)c2ccc3c(c2)N(Cc2ccc(F)cc2)C(=O)CS3=O)cc1 (stereo not given)	-10	5	-2.9	4	-1	-0.9	-0.1	-8	6
CCCc1cc(=O)oc2c3c(cc(OCC(=O)NCc4ccncc4)c12)OC(C)(C)CC3	-6	6	-2.7	25	+	8.0	3.9	-6	5
COc1ccccc1N1CCN(/N=C/C=C\c2ccccc2[N+](=O)[O-])CC1	14	-5	-1.4	12	2	.	-3.5	-1	-26
CC(C)CCNC(=O)c1cc(S(=O)(=O)N2CCc3ccccc32)cn1C	1	11	-1.8	-2	1	0.1	1.6	-4	-6
Cc1ccc(S(=O)(=O)Nc2cc(C(=O)Nc3cc(C)cc(C)c3)ccc2Cl)cc1	-43	-1	-6.6	-2	4	2.0	1.6	-1	0
COc1ccc(NC(=S)N(CCCN2CCOCC2)Cc2cn(C)c3ccccc23)cc1	-4	-5	2.9	4	6	.	-3.3	19	-7
Clc1ccc(/C=N/NC(=Nc2ccccc2)c2ccccn2)c(Cl)c1	2	-8	-0.2	16	-1	4.9	-1.6	1	0
C/C(=N\NC(=O)c1cc(C)nc2ccc(C)cc12)c1ccncc1	.	5	-4.9	12	1	-0.3	-3.8	-10	-6
CCCCN(C=O)c1c(CC)nc2ccc(C(=O)N(C)Cc3ccccc3)cn12	.	-5	-2.3	-5	1	1.2	.	-1	.
CC(C)(C)CC(=O)Nc1cc2c3c(c1)CCC(=O)N3CCC2	-8	-2	0.4	3	3	-0.3	0.1	13	4
CCc1ccc(-n2c(SCC(=O)N3CCC(C(=O)O)CC3)nnc2-c2ccncc2)cc1	1	6	0.7	5	4	1.7	-0.5	-3	4
CCOP(=O)(OCC)c1cc(CC)ccc1O	1	-7	-3.0	-22	3	.	-1.2	2	4
O=C(C=Cc1ccccc1O)c1ccccc1O	.	9	-5.0	18	-5	3.8	.	0	16
CC(Oc1ccc(Cl)cc1)C(=O)Nc1ccc(S(=O)(=O)Nc2nccs2)cc1 (stereo not given)	-4	2	-0.4	3	107*	1.1	1.2	12	-5
COc1ccc(NS(=O)(=O)c2cccc(C(=O)NCCc3ccc(S(N)(=O)=O)cc3)c2)cc1	-14	5	-2.8	8	1	2.3	0.6	0	-1
Cc1ccc(NC(=O)c2ccc(S(=O)(=O)C(F)F)cc2)c(C)c1	-2	5	-1.3	5	5	.	0.2	-2	6
O=[N+]([O-])c1ccc(N/N=C/c2ccccc2)cc1	-2	2	-2.4	-3	-14	0.6	0.7	.	1
[N-]=[N+]=NC[C@H](Cc1ccccc1)N1CC[C@@H](OCc2ccccc2)CCC1=O	-7	6	-0.5	10	2	-0.2	0.6	-9	2
N/C(Cc1ccccc1Sc1ccccc1)=N\O	3	8	-2.9	1	0	9.0	0.1	-9	0
Cc1cc(-c2ccccc2)nc(SCC(=O)c2cccc([N+](=O)[O-])c2)n1	-5	6	0.3	2	0	-1.7	0.9	-4	0
Cc1cc(NC(=O)COC(=O)c2c(C)c(C)c(C)c(C)c2C)no1	-9	1	-3.4	-5	-1	-0.7	2.6	-17	-3
CC1CCC(NC(=O)CCn2ccc3cc(S(=O)(=O)N4CCCC4)ccc32)CC1 (stereo not given)	5	6	-2.5	6	2	-0.3	0.6	-7	1
CN1CCN(C(=O)c2ccc(-c3cnc4cccnn34)cc2)CC1	.	-23	-0.7	4	+	-1.0	.	-1	.
COCCNC(=O)c1ccccc1NC(=O)C1COc2ccccc2O1 (stereo not given)	7	1	0.8	-10	1	.	2.3	3	0
CCN(CC)c1ccc(S(=O)(=O)N2CCOCC2)cc1NC(=O)CSc1cccc[n+]1[O-]	-4	-5	-3.3	-2	1	2.7	-0.7	-1	8
Cc1ccc2c(=O)n3c(nc2c1)C(Cc1ccccc1)NC(=O)c1cccnc1-3 (stereo not given)	.	1	-4.8	-4	-1	-1.0	.	0	-3
CCOc1ccc(-c2nc(C#N)c(N3CCN(Cc4ccccc4)CC3)o2)cc1	10	3	0.6	3	11	-5.3	3.4	-10	10
COc1ccccc1CNC(=O)COC(=O)CC1CC2CCC1C2 (stereo not given)	-16	-8	-2.4	0	-2	-0.2	2.3	-7	4
C=CCN1CCc2cccc3c2[C@H]1Cc1ccc(O)c(O)c1-3	7	2	0.4	1	7	-2.1	-1.7	-28	-4
CCOCCCN1CN(Cc2ccco2)CNC1=S	3	4	0.3	-3	0	.	0.3	-6	5
COC(=O)C(O)(CC(=O)Nc1ccccc1OC)C(F)(F)F (stereo not given)	1	-2	-2.0	1	-3	-0.1	-0.1	33	0
COc1ccc(OC)c(N2CC(O)(c3cccs3)[N+]3=C2SCCC3)c1 (stereo not given)	-4	6	-2.2	7	4	-1.1	-0.4	4	-2
c1ccc(C2C/C(=N\N3CCOCC3)c3ccccc3O2)cc1 (stereo not given)	-19	5	-4.8	13	0	-1.2	-0.6	-3	0
O=C(CNC(c1ccccc1)c1ccccc1)Nc1cc([N+](=O)[O-])ccc1Cl	-32	2	-2.9	0	2	.	-1.4	2	-8
Cc1ccc(CNS(=O)(=O)c2ccc(-c3cnc(C4CC4)o3)cc2)cc1	-3	4	-2.4	1	41*	-0.4	3.1	2	5
CCOc1ccc(/C(O)=C2/C(=O)C(=O)N(Cc3cccnc3)C2c2ccc(N(C)C)cc2)c(C)c1 (stereo not given)	0	-7	0.0	12	2	-1.3	-2.1	0	3
COc1ccccc1CC(NC(C)=O)C(=O)NC1CCN(C(=O)c2ccc(C)cc2)CC1 (stereo not given)	-8	-8	-3.7	8	-2	0.2	0.6	-2	5
O=C(C[n+]1cccc(/C=N/O)c1)N1CCCc2ccccc21	-12	-3	-3.4	0	2	.	-0.3	0	2
COc1ccc(CN2C(=O)CCC2(C)c2nc3ccccc3[nH]2)cc1 (stereo not given)	.	-9	-3.5	.	-5	0.0	.	-67	.
CCOC(=O)C1CCN(c2c(-c3ccccc3)c3cc(Cl)ccc3[nH]c2=O)CC1	-7	-7	1.4	9	2	.	0.9	3	-55
CC(=O)NC(CCS(C)(=O)=O)C(=O)Nc1ccccc1Cl (stereo not given)	-6	2	-0.4	12	4	-2.9	3.5	-14	3
COc1cc(NS(=O)(=O)c2ccc(Cl)cc2)c(C(=O)O)cc1OC	6	6	-1.1	1	3	0.5	1.2	1	7
Cc1ccc(S(=O)(=O)NC(=O)c2cc(C)n(C3CC3)c2C)cc1	1	4	-2.5	-7	-3	0.4	0.0	0	-6
O=C(Nc1ccc(F)c(Cl)c1)c1ccc2sc([C@@H]3O[C@H](CO)[C@H](O)[C@H](O)[C@H]3O)nc2c1	.	4	-4.6	2	1	11	.	0	.
O=S(=O)(c1ccc2c(c1)OCCO2)N1CCN(S(=O)(=O)c2ccco2)CC1	3	5	-0.6	-1	4	-0.7	-2.0	4	-6
CCOc1cc(S(=O)(=O)N(Cc2ccccc2)Cc2ccccc2)c(OCC)cc1-n1cnnn1	.	-1	-3.2	1	9	-0.7	.	-18	-6
COc1ccc(-n2c(Cc3cccn3C)nnc2SCC(=O)Nc2ccccc2F)cc1	-9	3	-0.5	8	0	0.1	-2.1	0	0
Cc1ccc2nc(/C(C#N)=C\c3cc(C)n(-c4cccc([N+](=O)[O-])c4)c3C)[nH]c2c1	-1	3	-0.3	32*	0	-3.7	-2.0	-5	14
More structures follow.
SMILES	Rv3671c inh	PrPC surface inh	FadD28 binding	GDH-TPI counter	Mtb FBA inh	BioA inh	Mtb UGM inh	BoNT-F LC inh	MazF activator
COc1cc2oc3ccc(C#Cc4ccccn4)cc3c(=O)c2cc1OC	-10	4	-1.4	5	67*	-1.4	1.0	3	-14
Cc1csc(NC(=O)CSC2=NS(=O)(=O)c3cc(F)ccc3N2)n1	-3	5	-0.5	5	5	-7.1	-1.3	10	3
Cc1cc(C)c(S(=O)(=O)Nc2cccc(C(=O)O)c2)cc1S(=O)(=O)Nc1cccc(C(=O)O)c1	-1	1	-2.5	0	3	.	7.9	-4	16
O=C(CCN1CCN(C/C=C/c2ccccc2)CC1)Nc1ccccc1	1	-11	-3.6	-6	1	2.2	2.9	3	2
CCOC(=O)N1CCN(C(=O)c2ccc(OC)cc2)CC1	5	-2	-2.5	-9	-5	.	-5.2	-1	5
C#Cc1ccc(NC(=O)C2(C)CCN2C(=O)C/C=C/c2ccccc2)cc1 (stereo not given)	.	0	-11	0	1	0.8	.	-4	.
CN1CCCN(C(=O)c2cc(=O)[nH]c3ccccc23)c2nc3ccccc3nc21	1	0	-1.9	7	-5	1.0	-0.2	7	4
O=C(CCS(=O)(=O)c1cccs1)N1CCCC1	3	-2	-1.0	-8	5	-0.9	-1.7	7	-5
Cc1ccc(N(C(=O)c2snc(C(N)=O)c2N)C(C(=O)NCc2ccccc2)c2ccncc2)c(C)c1 (stereo not given)	-4	2	-0.1	7	16	-3.1	-1.2	-6	8
O=C(NCCN1CCCCC1)Nc1ccccc1Cl	1	2	-1.3	0	2	2.6	2.6	?	8
Cc1ccc(C(=O)NNC(=O)C2CCN(C(=O)OC(C)(C)C)CC2)cc1	8	3	-0.1	-1	1	-1.7	0.8	10	-24
O=C1c2ccccc2C(=O)N1Cc1cccnc1	5	7	-1.3	-3	-1	.	0.9	-14	-9
Cc1cccc(NC(=O)CCNC(=O)c2ccco2)c1	2	11	-0.8	6	2	.	0.2	1	-15
COc1ccc(-n2c(=S)[nH]c3cc(C(=O)Nc4ccc(F)cc4)ccc3c2=O)c(OC)c1	-63	-2	-0.3	6	-5	-0.8	2.6	-28	-4
